EP2 antag: EP2 receptor (human) inhibition. inhibition, % at 25 µM. AID 1422. 260,000 compounds, 0.52% hits. C6 glioma cells expressing human EP2, cAMP TR-FRET; cells stimulated with saturating PGE2;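 active = percent inhibition above 40 after rounding to a whole number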;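 also: rat C6 glioma host cells with rolipram phosphodiesterase inhibitor present; the protocol text gives 20 µM as final concentration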
Target sequence (P43116 whole entry, looked up): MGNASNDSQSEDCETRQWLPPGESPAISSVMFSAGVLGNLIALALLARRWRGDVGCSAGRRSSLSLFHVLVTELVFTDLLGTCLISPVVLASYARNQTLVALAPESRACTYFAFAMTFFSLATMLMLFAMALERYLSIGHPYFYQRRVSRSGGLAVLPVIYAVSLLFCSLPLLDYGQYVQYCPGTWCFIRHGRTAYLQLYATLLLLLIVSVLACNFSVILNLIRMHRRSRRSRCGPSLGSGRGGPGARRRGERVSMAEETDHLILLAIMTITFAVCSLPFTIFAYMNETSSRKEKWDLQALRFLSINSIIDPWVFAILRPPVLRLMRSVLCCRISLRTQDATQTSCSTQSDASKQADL
NCF1 inh: inhibitors of human p47phox binding. p47phox/p22phox peptide binding, fluorescence polarization, 2 h. inhibition, % at 24.7 µM. 220,000 compounds, 0.53% hits. AID 1274;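 active = inhibition above about 30%, limit read from the data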;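 also: 0% = p47phox with labelled peptide and 100% = labelled peptide alone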
Ba/F3 V617F tox: loss of viability in JAK2V617F-driven Ba/F3 cells. inhibition, % at 5.6 µM. AID 1446. 220,000 compounds, 1.1% hits. Ba/F3 EpoR-JAK2V617F viability, ATP luminescence;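 active = inhibition above the campaign mean plus 3 SD over all tested compounds, cut at about 24% in these data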;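 also: cytokine-independent growth of Ba/F3 cells driven by EpoR plus mutant JAK2; 0% = DMSO-treated cells and 100% = JAK inhibitor I control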
Furin inh: blocks human furin protease activity; P09958; 220,000 compounds, 0.061% hits; purified furin, fluorogenic substrate cleavage; inhibition, % at 30 µM; AID 463115; in the data active = inhibition above about 25%; also: inactives centre near -15
Target sequence (P09958 108-714 limits assumed): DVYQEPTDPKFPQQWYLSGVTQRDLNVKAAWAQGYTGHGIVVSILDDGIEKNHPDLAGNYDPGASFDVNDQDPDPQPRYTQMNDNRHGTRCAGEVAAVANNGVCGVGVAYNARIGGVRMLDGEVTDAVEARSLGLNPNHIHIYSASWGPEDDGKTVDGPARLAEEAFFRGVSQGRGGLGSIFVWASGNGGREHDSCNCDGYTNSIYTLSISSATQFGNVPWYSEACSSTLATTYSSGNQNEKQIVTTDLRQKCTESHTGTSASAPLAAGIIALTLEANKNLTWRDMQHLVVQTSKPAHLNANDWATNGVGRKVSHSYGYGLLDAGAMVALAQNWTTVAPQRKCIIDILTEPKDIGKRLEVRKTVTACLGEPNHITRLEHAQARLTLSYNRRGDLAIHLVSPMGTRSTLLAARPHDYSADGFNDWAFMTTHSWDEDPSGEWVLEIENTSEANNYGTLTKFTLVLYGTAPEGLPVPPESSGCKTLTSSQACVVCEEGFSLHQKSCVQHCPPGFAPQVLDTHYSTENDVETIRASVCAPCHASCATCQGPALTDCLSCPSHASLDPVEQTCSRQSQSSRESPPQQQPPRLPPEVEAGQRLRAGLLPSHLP
p97 inhibitor: human p97 ATPase inhibition; P55072; recombinant p97 ATPase, Kinase-Glo ATP luminescence, 3 h; inhibition, % at 8 µM; 220,000 compounds, 0.42% hits; in the data active = inhibition above about 15%;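 also: 0% = DMSO vehicle and 100% = wells lacking enzyme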
Tb hexokinase: blocks Trypanosoma brucei hexokinase 1 activity; recombinant TbHK1, G6PDH-coupled NADH A340; inhibition, % at 10 µM; 220,000 compounds, 0.11% hits;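 active = inhibition of 50% or more in the single-dose primary screen; inactive = inhibition below 50%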
BaF3 tox: reduces parental Ba/F3 cell viability, JAK2V617F counter-screen | CellTiter-Glo ATP luminescence | inhibition, % at 5.6 µM | 220,000 compounds, 1.1% hits | AID 1486;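 active = inhibition above a per-campaign cutoff, the mean inhibition of all tested compounds plus 3 SD, cut at about 27% in these data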;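 also: 0% = DMSO wells and 100% = JAK Inhibitor I control wells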
PPC-1+TRAIL kill: compounds killing PPC-1 cancer cells with TRAIL present (potentiator screen, no TRAIL-free arm); cell killing (% activity), % at 4 µM; AID 1443; PPC-1 cells + TRAIL, ATPLite viability luminescence; 220,000 compounds, 0.41% hits;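 active = cell killing above 50% in the first pass at 4 µM, then a duplicate retest at 5 µM averaging 50% or more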;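 also: plate controls were cells with TRAIL plus DMSO for no effect and medium-only wells lacking cells for full effect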
RBBP9 inhibitor: blocks human serine hydrolase RBBP9. AID 1515. recombinant RBBP9, FP-Rh probe fluorescence polarization. 220,000 compounds, 0.2% hits. inhibition, % at 7.94 µM;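 active = inhibition above the campaign mean of all tested compounds plus 3 SD, cut at about 14% in these data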;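 also: plate controls were DMSO wells with RBBP9 for no effect and wells lacking RBBP9 protein for full effect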
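System: RBBP9 protein / Buffer or medium: Tris/NaCl buffer pH 8.0 with 0.1% Pluronic / Probe or stimulus: Serine-hydrolase probe FP-Rh, 375 nM pre-mixing / Dosing: 7.94 µM single dose, 0.794% DMSO / Times: enzyme-compound preincubation 30 min, then probe labeling 45 min, 25 °C / Technique: fluorescence polarization (mP), excitation 525 nm, emission 598 nm / Replication: singlicate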
An asterisk follows results filed as active; nt = not tested or not shown; & = joins results of further samples; [ ] = dose if it differs, or a comment. Not all compounds are listed. The share of hits here may be higher or lower than overall.

SMILES	EP2 antag	NCF1 inh	Ba/F3 V617F tox	Furin inh	p97 inhibitor	Tb hexokinase	BaF3 tox	PPC-1+TRAIL kill	RBBP9 inhibitor
CCOc1ccc(C2/C(=C(\O)c3cccc(OC)c3)C(=O)C(=O)N2c2ccccn2)cc1OC (stereo not given)	9	-2	-3	-10	2	-24	4	4	-9
Cc1cc(C)n(-c2cc(N3CCN(C(=O)c4cccc(F)c4)CC3)ccc2[N+](=O)[O-])n1	29	1	6	1	-6	-10	9	4	3
COc1ccccc1C(=O)NNC(=O)c1ccccc1[N+](=O)[O-]	11	-10	4	-1	-2	30	5	-4	-10
Cn1cc(CNC(=O)/C=C/c2ccc(Cl)cc2)cn1	8	-3	-4	-30	3	0	-3	21	-4
O=C(Nc1ccccc1)N(C1=NCCCCS1)c1cccc2ccccc12	9	-13	-3	4[20 µM]	-1	4	3	30	1
Cc1ccc(C(=O)COC(=O)CNC(=O)CNC(=O)c2ccc(C)cc2)cc1	11	-4	-2	-20	1	2	3	17	-8
CCOC(=O)C1CCN(C(=O)CN(c2ccc(OC)c(OC)c2)S(=O)(=O)c2ccccc2)CC1	10	-5	5	-1	-5	0	11	-10	-10
COc1ccccc1-c1nc(C#N)c(N2CCN(Cc3ccccc3)CC2)o1	7	-5	-3	-35	-2	-11	0	20	-1
CC(C)(C)c1ccc(-c2n[nH]c(=S)n2C2CCCC2)cc1	11	-16	-1	3[20 µM]	3	7	6	-15	2
O=C(NC1CCCc2ccccc21)C1CCCO1 (stereo not given)	8	-10	-4	-17	4	2	0	11	-4
O=C(CN1CCOc2ccccc21)NCc1ccc(F)cc1	7	1	-2	-24	5	3	3	13	-9
Cc1nn2c3c(cnc2c1-c1ccccc1)C(=O)CCC3	2	-4	-3	-25	6	-27	4	3	-7
O=C(O)CC/C(=C\c1ccc(N2CCOCC2)c([N+](=O)[O-])c1)c1nc2ccccc2s1	1	2	3	0	-5	-17	5	14	-1
O=C(c1ccccc1)[C@H]1[C@H](c2ccccc2)[C@@]2(N=C(c3ccccc3)OC2=O)C2c3ccccc3C=NN21 (stereo not given in full)	3	-56	1	-9[20 µM]	-2	-18	0	24	-9
O=C(Nc1cccc(Cl)c1)c1ccc(F)c(S(=O)(=O)N2CCN(c3ccccn3)CC2)c1	9	-16	0	-28	6	-2	3	12	-2
CCOC(=O)CC1C(=O)NC2CCCCC2N1C(=O)Nc1ccc(Cl)cc1 (stereo not given)	15	-12	-2	-23[20 µM]	2	-1	2	-11	-9
COc1ccc(C2CC(c3ccc4ccccc4c3)=NN2C(=O)CNC2CCCCC2)cc1 (stereo not given)	9	-11	-3	-18	9	1	0	4	-5
O=C(NNC(=S)Nc1ccccc1)c1cccc(S(=O)(=O)N2CCOCC2)c1	4	-3	6	-12	16*	-11	4	-11	7
CCc1ccc2[nH]c(=O)c(CN(Cc3ccc4c(c3)OCO4)Cc3nnnn3C3CCCC3)cc2c1	8	-24	0	-17[20 µM]	-1	-5	5	2	-10
CSCCC(C(=O)O)N1C(=O)c2ccc(C(=O)O)cc2C1=O (stereo not given)	15	-13	-4	-13[20 µM]	1	0	0	24	9
CCOCCCNC(=O)C1CCN(c2cc(C)nc3c(-c4ccc(OC)c(OC)c4)c(C)nn23)CC1	6	-5	0	-8	-1	-22	5	10	-3
Cc1ccc(-c2nnc(SCC(=O)CC(=O)Nc3ccccc3)n2C)cc1	12	-3	-3	-18[20 µM]	3	3	3	19	-5
COC(=O)COc1nsnc1N1CCOCC1	-1	-8	-2	-18	-1	-8	-2	4	-6
CC(C)(C)NC(=O)CON=C1c2ccccc2-c2ccccc21	10	-15	-3	-21	0	0	1	15	-6
COC(=O)C1=C(C)C(c2cccs2)NC(=O)N1C (stereo not given)	7	-1	-3	-17[20 µM]	-2	6	1	12	-4

Next part, overlapping the part above by four compounds.
SMILES	EP2 antag	NCF1 inh	Ba/F3 V617F tox	Furin inh	p97 inhibitor	Tb hexokinase	BaF3 tox	PPC-1+TRAIL kill	RBBP9 inhibitor
Cc1ccc(-c2nnc(SCC(=O)CC(=O)Nc3ccccc3)n2C)cc1	12	-3	-3	-18[20 µM]	3	3	3	19	-5
COC(=O)COc1nsnc1N1CCOCC1	-1	-8	-2	-18	-1	-8	-2	4	-6
CC(C)(C)NC(=O)CON=C1c2ccccc2-c2ccccc21	10	-15	-3	-21	0	0	1	15	-6
COC(=O)C1=C(C)C(c2cccs2)NC(=O)N1C (stereo not given)	7	-1	-3	-17[20 µM]	-2	6	1	12	-4
O=C(Nc1nncs1)c1ccc(N2C(=O)C3C4C=CC(C4)C3C2=O)cc1 (stereo not given)	2	-2	-2	-4	2	-12	-1	-8	-11
NC(=O)NC(=O)CC1S/C(=N/N=C2/NC(=O)CS2)NC1=O (stereo not given)	4	-6	1	-25	6	-5	4	14	-7
COc1cccc(OCCCCCCN2CCOCC2)c1	17	-2	4	-15[20 µM]	-4	2	5	-2	-6
Cc1ccc(-c2n[nH]c(=S)n2/N=C/c2ccc(C)o2)cc1	4	-4	-1	-25	3	-6	3	1	-1
Cc1ccc(NC(=O)C2(NC(=O)c3cccc(N4C(=O)CSC4c4ccccc4)c3)CCCCC2)cc1 (stereo not given)	18	-4	1	-5[20 µM]	7	1	0	1	-7
CCO[C@H]1OC(C(=O)N2CCCCCCC2)=C[C@@H](c2ccccc2)[C@@H]1CCCO	nt	nt	-3	-32	2	-3	2	-1	4
CC(C)c1ccc(Nc2nnc(SCC(=O)Nc3ncc(S(=O)(=O)c4ccc([N+](=O)[O-])cc4)s3)s2)cc1	4	10	-1	-11	5	14	5	64*[5 µM]	-4
COc1ccc(N2CCN(c3ccc(Cl)nn3)CC2)cc1	8	2	0	-1	2	-5	1	-13	-9
CCOC(=O)c1ccc(N=c2scc(C)n2CC)cc1	6	-6	3	-9	-9	-4	4	9	-8
O=C(COC(=O)/C=C/c1ccc(S(=O)(=O)N2CCOCC2)cc1)NCc1ccc2c(c1)OCO2	12	-7	-2	-23	1	-1	6	14	-9
Cn1cccc1C(=O)NC(=O)CSc1nc2ccccc2s1	5	-14	2	-18	0	1	6	21	-11
O=S(=O)(c1ccc(Br)s1)N1CCN(c2ccccn2)CC1	15	9	2	-22[20 µM]	-4	-5	2	-6	0
CN1CCN(CC(=O)Nc2nnc(-c3cccs3)s2)CC1	10	-3	-2	-6	3	-25	7	-2	-1
COc1ccc(Cn2ccc(=O)c(Cc3c(Cl)cccc3Cl)c2C)cc1	18	-13	-6	-20	0	1	-1	-9	-5
O=C1CCCC(O)=C1N=Nc1c(Cl)cc(C(F)(F)F)cc1Cl	15	-6	-6	-1	10	-37	3	10	-8
COc1cccc(/C=N/NC(=O)CCn2cnc3ccccc32)c1	4	-1	-4	-9	5	-3	2	7	4
CSc1ccc(S(=O)(=O)Nc2ccc3c(c2)NC(=O)CC3)cc1	3	-2	-4	-19	8	-1	3	0	-9
O=C(OCc1nnc(-c2ccccc2)o1)c1ccc2c(c1)C(=O)N(CCc1ccccc1)C2=O	13	-2	1	-8	-8	5	6	20	5
CC(C)(C)c1cc(C(=O)NC2CC2)n(Cc2ccc(F)cc2)n1	6	-12	-2	-10	3	-7	-3	-15	-4
CC(C)(C)c1ccc(-c2nc(C#N)c(NCCCn3ccnc3)o2)cc1	6	-14	-7	-34	3	-4	-1	4	9
O=C(CCN1C(=O)S/C(=C\c2ccccc2)C1=O)Nc1ccc(S(=O)(=O)Nc2nccs2)cc1	nt	-100	1	-11[20 µM]	-2	-13	7	5	-5
COC(=O)Cn1cnc2sc(C)c(S(=O)(=O)N3CCN(c4ccccc4OC)CC3)c2c1=O	12	-11	-2	-18	2	-5	-2	-2	-7
O=C(N/N=C/c1cccc2nccnc12)c1ccncc1	4	-12	-1	-21	-3	-35	-2	11	-7
O=c1o[nH]c(-c2ccccc2)c1C=Nc1ccc(Cl)cc1	10	4	-4	-15	0	-2	2	-9	-6
Cc1ccc2nc(N/N=C/c3ccccc3F)nc(-c3ccccc3)c2c1	6	-8	2	-8	4	-18	6	0	5

Other records follow:
SMILES	EP2 antag	NCF1 inh	Ba/F3 V617F tox	Furin inh	p97 inhibitor	Tb hexokinase	BaF3 tox	PPC-1+TRAIL kill	RBBP9 inhibitor
COc1cc(/C=N/Nc2ccccn2)cc(OC)c1O	9	-5	-6	5	6	-33	0	40	5
Cc1sc2nc(CN(C(=O)c3cccs3)C3CCCC3)[nH]c(=O)c2c1C	18	-4	-2	-6	5	1	4	9	-2
O=S(=O)(c1ccccc1)c1cnn(-c2ccccc2)c1-c1ccc(Cl)cc1	4	-9	-6	-15[20 µM]	-1	0	-1	-19	1
Cc1nn2c(-c3ccccc3)nnc2c2ccccc12	9	8	-2	-7[20 µM]	2	2	3	1	-3
Cc1cc2ccccn2c1C(=O)c1ccc(Cl)cc1	6	-2	-2	-9[20 µM]	1	-1	3	16	-1
COC(=O)c1cc(N=Nc2c(C)[nH]c3ccccc23)cc(C(=O)OC)c1	8	-39	1	-15	-3	-12	-2	15	-7
CCN(CC)c1ccc(NC(=O)CSc2nc3ccccc3c(=O)n2-c2cc(S(=O)(=O)N(C)C)ccc2C)cc1	9	12	1	-16	6	1	6	15	2
O=C(NNc1nc(Nc2ccccc2)nc(N2CCOCC2)n1)Nc1ccc(Cl)cc1	6	-8	-2	-32	5	-3	8	20	-11
CCN(CC)c1c([N+](=O)[O-])c(=O)oc2ccccc12	7	-10	-3	-24	5	-13	6	5	-1
CCOc1cccc(=O)c2c(C)n(CC(=O)c3ccccc3)c(C)c12	6&4	-3	-1	-13	5	-9	6	-7	-7
Cc1c(C(=O)N2CCC(C)CC2)sc2ncnc(N(C)c3ccccc3)c12	9	-6	-5	-18[20 µM]	1	-15	7	11	-2
COc1ccc(Br)cc1/C=C/C(=O)Nc1c(C)cccc1C	10	-11	-2	-7[20 µM]	6	1	-5	-4	-5
CCOC(=O)c1c(NC(=O)/C=C/C(=O)O)sc(C)c1-c1ccc(C)c(C)c1	3	-4	1	0	-4	-18	7	11	-7
Cc1cc(C)cc(OCC(=O)Nc2ccc(N3CCN(C(=O)c4ccco4)CC3)cc2)c1	6	-13	-1	-18[20 µM]	1	-1	1	3	-2
O=C(NCCCN1CCOCC1)c1sc2cc(F)ccc2c1Cl	4	0	7	-10	-4	5	9	7	-13
CC(=O)c1ccc(NC(=O)Nc2ccc3c(c2)N(C)C(=O)CS3)cc1	79*	-17	1	-12[20 µM]	-1	-10	7	8	-8
CCOC(=O)N1CCN(C(=S)Nc2cc(S(=O)(=O)N3CCOCC3)ccc2Cl)CC1	6	-2	4	-15	-4	-5	2	-24	-5
CN(CCCNC(=O)CN1C(=O)CC(C)(C)S(=O)(=O)c2ccccc21)C1CCCCC1	nt	0	-1	-20[20 µM]	2	-2	6	23	-8
CC(=O)c1ccc(S(=O)c2ccccc2)cc1 (stereo not given)	5	2	3	-17[20 µM]	-3	-2	2	-3	-6
CC1(C)CC2CC(C)(CN2C(=O)COC(=O)c2cc(Cl)cc(Cl)c2N)C1 (stereo not given)	6	-1	-1	-23[20 µM]	-2	-6	2	11	-4
Cc1ccccc1CSCCNC(=O)c1ccc(N(C)S(=O)(=O)c2ccccc2)cc1	5	-6	-1	-23	0	9	5	8	-15
CC1(C(=O)CSc2ncn[nH]2)CCC(=O)O1 (stereo not given)	10	-20	-1	-6[20 µM]	1	-9	-1	6	-13
COCCCNC(=O)C1CCCN(S(C)(=O)=O)C1 (stereo not given)	6	-1	-1	-20	2	1	1	19	0

Screening results as filed in PubChem.
